Source: PubChem
WRN helicase inh: WRN helicase (human) inhibition | WRN helicase unwinding, fluorescent forked duplex, kinetic | Potency, µM (highest dose often 114 µM), for the others: top-dose activity change, negative = inhibition, most hits filed as inhibitors | actives 0.46% (n = 360,000) | AID 651768; also: potency is read from the fitted curve at half-maximal effect; % is scaled to controls: 0 for no effect and ±100 for the full control effect; nearly all actives have a fitted effect of over 55% in size
Target sequence (Q14191 whole entry, looked up): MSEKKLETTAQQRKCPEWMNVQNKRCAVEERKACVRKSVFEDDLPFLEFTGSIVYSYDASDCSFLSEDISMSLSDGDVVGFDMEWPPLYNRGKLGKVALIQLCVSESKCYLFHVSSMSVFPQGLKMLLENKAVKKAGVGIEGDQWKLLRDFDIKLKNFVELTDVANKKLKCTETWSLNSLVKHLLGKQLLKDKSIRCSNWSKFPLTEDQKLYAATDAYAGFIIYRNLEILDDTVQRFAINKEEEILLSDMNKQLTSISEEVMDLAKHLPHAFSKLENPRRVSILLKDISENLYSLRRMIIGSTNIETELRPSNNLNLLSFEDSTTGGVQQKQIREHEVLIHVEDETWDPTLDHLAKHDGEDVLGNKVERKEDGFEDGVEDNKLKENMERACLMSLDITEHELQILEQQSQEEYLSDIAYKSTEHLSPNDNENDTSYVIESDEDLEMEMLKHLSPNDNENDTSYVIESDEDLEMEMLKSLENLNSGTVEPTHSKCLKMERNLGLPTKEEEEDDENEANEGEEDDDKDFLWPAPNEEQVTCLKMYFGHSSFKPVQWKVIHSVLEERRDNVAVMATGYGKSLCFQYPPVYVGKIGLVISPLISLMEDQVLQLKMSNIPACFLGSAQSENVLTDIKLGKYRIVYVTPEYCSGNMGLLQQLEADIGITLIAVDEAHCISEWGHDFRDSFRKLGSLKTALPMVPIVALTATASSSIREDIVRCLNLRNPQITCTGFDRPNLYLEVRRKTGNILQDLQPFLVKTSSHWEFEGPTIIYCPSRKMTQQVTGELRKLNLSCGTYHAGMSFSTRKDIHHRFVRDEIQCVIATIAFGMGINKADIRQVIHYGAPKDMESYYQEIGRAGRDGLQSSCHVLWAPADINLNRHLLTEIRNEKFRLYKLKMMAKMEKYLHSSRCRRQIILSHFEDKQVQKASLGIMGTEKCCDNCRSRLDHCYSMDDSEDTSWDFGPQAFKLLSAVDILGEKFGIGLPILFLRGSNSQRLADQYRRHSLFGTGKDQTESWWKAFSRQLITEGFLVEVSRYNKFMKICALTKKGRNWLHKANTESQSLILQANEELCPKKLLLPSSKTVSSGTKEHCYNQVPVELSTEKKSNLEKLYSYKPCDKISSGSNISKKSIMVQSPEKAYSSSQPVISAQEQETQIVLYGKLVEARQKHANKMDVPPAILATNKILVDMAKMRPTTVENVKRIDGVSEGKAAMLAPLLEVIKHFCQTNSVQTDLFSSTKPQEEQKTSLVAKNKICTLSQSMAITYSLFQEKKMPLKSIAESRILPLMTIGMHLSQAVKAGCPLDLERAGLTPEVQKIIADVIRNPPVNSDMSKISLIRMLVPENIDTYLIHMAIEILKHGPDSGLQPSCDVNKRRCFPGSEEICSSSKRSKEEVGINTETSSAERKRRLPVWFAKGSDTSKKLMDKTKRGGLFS
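WRN at 20 nM final was preincubated with compound for 15 min at room temperature; reaction started with 100 nM forked duplex oligonucleotide carrying fluorophore and quencher plus 2 mM ATP (final). Unwinding followed kinetically by red fluorescence (ex 525/em 598 nm).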
PI5P4K alpha inh: inhibitors of human PI5P4K alpha | P48426 | PI5P4Kalpha enzyme, ADP-Glo luminescence, 60 min; stronger effect = lower value | max response, % | actives 1.2% (n = 330,000) | AID 652105; active = max response of -50% or lower; inconclusive = between -30% and -50%; inactive = -30% or higher; also: value at the top dose of about 77 µM; % is scaled to controls: 0 for no effect and ±100 for the full control effect
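Reactions run in 0.038 M HEPES pH 7.4, 0.28 mM EGTA, 0.1% CHAPS and 5% DMSO, with PI5P4Kalpha, substrate, compound and 5 microM ATP final, one hour at room temperature. Readout is ADP-Glo luminescence.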
PLK1 PBD inh: inhibitors of human PLK1 polo-box domain binding; P53350; Plk1 PBD binding of FITC phosphopeptide, fluorescence polarization; Potency, µM, for inactives: max response, negative = inhibition, actives largely listed as inhibitors; actives 2.8% (n = 360,000); also: potency is read from the fitted curve at half-maximal effect; series mostly up to about 57 µM; % is scaled to controls: 0 for no effect and ±100 for the full control effect; nearly all actives have a fitted effect of over 65% in size
IL-2 act: activators of IL-2; IL-2 activation reporter assay, cell-based qHTS; stimulated with anti-CD3/CD4/CD28 beads; in transgenic mouse T cells; activation, % (series mostly up to about 46 µM); actives 0.065% (n = 360,000); in the data active = activation above about 50%; inconclusive = mostly about 30% to 49%; also: 0% is about no effect
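Quantitative HTS in unstimulated transgenic mouse T cells, with memory T cells as non-tolerant control and PMA/ionomycin as tolerance-bypass control. Compound pretreatment lasted 60 minutes before 18 h bead stimulation; EGFP/DsRed fluorescence read.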
GLP-1R inv ag: GLP-1 receptor (human) inverse agonism | actives 1.6% (n = 410,000) | Potency, µM (series often up to 38.3 µM), for inactives: at the highest dose activity change, negative = inhibition, actives largely listed as inhibitors | P43220 | AID 624417 | HEK293 GLP-1R CRE-luciferase, luminescence, 24 h; GLP-1R form is constitutively active; also: potency is read from the fitted curve at half-maximal effect; % is scaled to controls: 0 for no effect and ±100 for the full control effect; nearly all actives have a fitted effect of over 55% in size
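Stable HEK293 clone (constitutively active GLP-1R + cAMP-response luciferase); 200 cells/uL plated, 12 h pre-culture, compound 24 hr, 37 deg C/5% CO2; detection reagent 12 min RT; luminescence.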
GLP1R ag: activates the human GLP-1 receptor; P43220; HEK293 GLP-1R CRE-luciferase, luminescence, 4-6 h; cells express a hypersensitive GLP-1R form; Potency, µM (doses to about 45.6 µM), inactives show at the top dose activation, usual class: activators; actives 0.007% (n = 380,000); AID 624172; also: potency is read from the fitted curve at half-maximal effect; % of control where 0% means no effect
DRD3 antagonist: blocks the human D3 dopamine receptor | P35462 | D3R cells, DiscoveRx beta-arrestin luminescence, antagonist mode; stronger effect = lower value | max response, negative = inhibition, % | actives 2.5% (n = 360,000) | AID 652054; in the data active = max response below about -50%; inconclusive = no clear call, values can overlap the other calls; also: % is scaled to controls: 0 for no effect and ±100 for the full control effect; mostly tested at two doses, the higher about 12 µM
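Cells expressing the human receptor were seeded at 1500 cells/well, incubated overnight at 37 degrees C in 5% CO2, then exposed to library compounds with dopamine controls for 90 minutes at 37 degrees C before luminescent detection.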
GLP1R cytotox: cytotoxicity in counter-screen for GLP-1R inverse agonists; HEK293 cAMP-luciferase reporter cells, luminescence, 24 h; Potency, µM (titrated, usually from 38.3 µM), for inactives: top-dose activity change, negative = inhibition, usual class: inhibitors; actives 0.13% (n = 410,000);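 also: loss of luciferase light is scored as toxicity; potency is read from the fitted curve at half-maximal effect; % is scaled to controls: 0 for no effect and ±100 for the full control effect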
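A 23 nL compound transfer followed 12 hours of cell culture at 37 deg C; exposure then lasted 24 hr. Luciferase assay detection reagent was dispensed and plates read for luminescence after a 12 min room-temperature wait.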
DRD3 agonist: activates the human D3 dopamine receptor | P35462 | D3R DiscoveRx beta-arrestin cells, luminescence, 90 min | max activation, % | actives 0.58% (n = 410,000); in the data active = max activation above about 30%; also: 0% is about no effect; mostly tested at two doses, the higher about 12 µM
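Cells at 1500/well, incubated overnight, then treated with pinned compounds (dopamine as control) for 90 min at 37 degrees C. DiscoveRx reagent added for 30 - 60 minutes at room temperature; luminescence read.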
An asterisk follows results filed as active; ? = inconclusive; . = no result given; & = joins results of further samples; [ ] = dose if it differs, or a comment. Unless noted, calls follow the shape of the dose curve; as a rule, active = well fitted curve in the direction sought with a large enough effect; inconclusive = small, poorly fitted or top-dose-only effect, or another doubt; inactive = no such curve, though single readings can be large; an effect the other way counts as inactive or inconclusive.

SMILES	WRN helicase inh	PI5P4K alpha inh	PLK1 PBD inh	IL-2 act	GLP-1R inv ag	GLP1R ag	DRD3 antagonist	GLP1R cytotox	DRD3 agonist
CC1CCCCC1NC(=O)CN1CCC(NC(=O)c2ccc([N+](=O)[O-])cc2)CC1 (stereo not drawn)	2.4%	4.1	2.8%	-0.1	5.8%	2.1%	1.1	-1.6%	2.3
O=C1CN(C(=O)NCCC(=O)NC2CCCCC2)c2ccccc2N1	-1.3%	1.4	-8.0%	-0.1	-8.6%	8.2%	2.7	2.0%	-7.2
O=C(Nc1ccc(Br)cc1)C1CCCC1	-24.1%	-2.5	-5.1%	2.1	?	3.7%	-11.4	7.2%	-3.1
Nc1ccc(NC(=O)NC2CCCCC2)cc1[N+](=O)[O-]	-4.1%[57.1 µM]	-14.2	10.9%	-0.7	-15.1%	2.8%	-20.9	-19.7%	-10.6
COc1ccc(N/C=C/C(=O)c2ccccc2)cc1	7.3%	?	-16.6%	-1.2	?	-0.2%	-23.3	-5.8%	-6.9
O=C(CN1CCN(c2ccc(Cl)cc2)CC1)c1ccc2c(c1)OCO2	-4.2%	1.4	-17.7%	-0.4	?	5.4%	0.0	-14.0%	-35.4
COc1ccc(C(=O)O)cc1S(=O)(=O)NC(C)C	-3.3%	1.2	?	-0.7	39.8%[activator]	-2.0%	-1.4	10.2%	0.0
CCn1ncc([N+](=O)[O-])c1C(=O)Nc1ccc(C(=O)N2CCCCC2)cc1	-6.2%	0.5	1.1%	2.2	0.4%	0.8%	15.7	-11.6%	0.8
Cc1c(-c2cccc(Cl)c2)nc2ccccc2c1C(=O)OC/C(O)=C(\C#N)c1nc2ccccc2[nH]1	?	?	-4.3%	5.1	-14.2%[0.307 µM]	-5.0%	-23.7	16.6%[0.307 µM]	2.9
Cc1cccc(N2Cc3ccccc3C2=NC(=O)c2ccc(Cl)nc2)c1	-1.7%[57.1 µM]	4.4	-1.0%	1.9	24.1%	8.5%	14.1	-11.2%	1.6
CC(C)N(Cc1nc(-c2ccccc2)no1)C(=O)CCCN1C(=O)c2ccccc2C1=O	-6.5%	.	-4.7%	-1.8	0.0%	0.3%	-11.7	-18.0%	4.1
COCC(=O)N(C)C[C@H]1N[C@@](C)(C(=O)OC)[C@H]2C(=O)N(Cc3ccccc3)C(=O)[C@@H]12	-1.2%	-1.7	5.8%	-0.1	2.9%	-1.1%	6.1	6.8%	7.9
CN(C)c1cccc(C(=O)NNC(=O)CN2C(=O)C3CC=CCC3C2=O)c1 (stereo not drawn)	3.3%	-4.5	-6.5%	-0.1	8.2%	15.0%	13.0	-10.5%	2.5
CC(C)C(NS(=O)(=O)c1ccccc1)C(=O)OCC(=O)NNC(=O)c1ccccc1 (stereo not drawn)	-10.4%	-5.1	-3.9%	-0.3	-5.1%	-7.4%	-23.2	5.1%	0.1
O=C(CSc1nnc(NC(=O)c2ccc(S(=O)(=O)N3CCOCC3)cc2)s1)Nc1ccccc1C(F)(F)F	-4.5%	2.8	-2.8%	-0.2	34.2%[activator]	1.0%	-20.8	5.1%	4.4
COc1cccc(-c2sc3ccc(OC)cc3c2C#CC(C)(C)O)c1	-2.3%	59.1	-6.1%	0.3	?	10.0%	-11.1	1.4%	70.6*
CCOc1cc(/C=C2\SC(=NC)N(C)C2=O)cc(Cl)c1OC(C)=O	-1.6%	?	-21.4%	1.6	4.6%	-8.4%	-3.6	6.3%	-2.3
O=C(NC1CCCc2ccccc21)C1CCCO1 (stereo not drawn)	-5.3%	.	-5.7%	-1.0	1.3%	0.7%	11.3	1.1%	2.9
Cc1cc(C)nc(-n2nc(C)cc2NC(=O)c2ccc(F)cc2F)n1	-3.7%	-0.6	-0.9%	-0.3	?	4.4%	5.7	?	1.5
COC(CN(C)S(=O)(=O)c1cc2c3c(c1)CCN3C(=O)CC2)OC	-4.7%	-7.9	-6.2%	-5.7	27.9%	-2.3%	-17.9	-2.8%	-13.5
NS(=O)(=O)c1ccc(CCNS(=O)(=O)c2ccccc2)cc1	-4.8%	-1.0	-5.5%	-0.6	8.2%	-10.5%	-9.7	3.1%	-4.2
COc1ccc(-c2csc(NC(=O)COC(=O)C3=COCCO3)n2)cc1	9.9%	0.0	-12.8%	-0.4	12.3%	1.7%	-10.4	1.2%	-1.8
COc1cccc(NS(=O)(=O)c2ccc3c(c2)NC(=O)C(C)C(=O)N3)c1 (stereo not drawn)	0.5%	-1.6	2.3%	1.1	11.9%	0.6%	1.9	-1.0%	5.2
O=C(Oc1ccc(C(=S)N2CCOCC2)cc1Br)c1ccccc1F	11.5%	0.2	23.8µM*	0.8	-3.1%	-31.1%[inhibitor]	-14.9	-14.1%	-1.6
Cc1ccccc1Nc1nc(N)nc(CCl)n1	-9.6%	-1.3	-2.8%	0.5	?	6.9%	5.0	-20.2%	16.8
Cc1ccc(/C=N/NC(=O)c2ccc(Br)o2)s1	-14.6%	-16.3	0.3%	-2.3	19.4%	6.8%	-11.3	-24.9%	-6.4
Cc1ccc(CNC(=O)CCc2nnc3ccc(NCCCN4CCCC4=O)nn23)cc1	6.0%	3.7	4.6%	-0.7	8.8%	-4.3%	15.0	2.2%	-1.1
O=C(NC1CCCCC1)c1cccc2c1C(=O)c1ccc(N3CCC(Cc4ccccc4)CC3)cc1S2(=O)=O	10.8%	-1.1	-21.4%	11.9	1.6%	-4.9%	12.0	93.0%[activator]	5.9
O=C(c1c(F)cccc1F)N1CCCC1	4.3%	-1.8	4.5%	2.0	5.3%	9.0%	0.0	-4.8%	2.6
Cc1cccc(CN2CCC(C(=O)Nc3cccc(-c4cccc(F)c4)c3)CC2)n1	-10.2%	11.5	1.4%	-4.3	10µM*	7.2%	10.7	?	-14.0

Retrieved one by one from the entries so far (2):
SMILES	WRN helicase inh	PI5P4K alpha inh	PLK1 PBD inh	IL-2 act	GLP-1R inv ag	GLP1R ag	DRD3 antagonist	GLP1R cytotox	DRD3 agonist
O=C(Oc1ccc(C(=S)N2CCOCC2)cc1Br)c1ccccc1F	11.5%	0.2	23.8µM*	0.8	-3.1%	-31.1%[inhibitor]	-14.9	-14.1%	-1.6
Cc1ccccc1Nc1nc(N)nc(CCl)n1	-9.6%	-1.3	-2.8%	0.5	?	6.9%	5.0	-20.2%	16.8

The main list resumes, starting two compounds before the break.
SMILES	WRN helicase inh	PI5P4K alpha inh	PLK1 PBD inh	IL-2 act	GLP-1R inv ag	GLP1R ag	DRD3 antagonist	GLP1R cytotox	DRD3 agonist
O=C(c1c(F)cccc1F)N1CCCC1	4.3%	-1.8	4.5%	2.0	5.3%	9.0%	0.0	-4.8%	2.6
Cc1cccc(CN2CCC(C(=O)Nc3cccc(-c4cccc(F)c4)c3)CC2)n1	-10.2%	11.5	1.4%	-4.3	10µM*	7.2%	10.7	?	-14.0
O=S(=O)(c1ccc(-n2cnnn2)cc1)N1CCNCC1	7.2%	-2.6	-1.4%	-1.6	8.4%	-2.3%	-23.3	0.7%	5.1
Cn1c(=O)c(=O)n(C)c2cc(S(=O)(=O)N3CCC(Cc4ccccc4)CC3)ccc21	-4.6%	7.7	-2.7%	0.1	-1.1%	-1.8%	-24.1	-9.3%	-3.6
CC(C)Nc1ncnc2c1ncn2[C@H]1CN(CCN2CCOCC2)C[C@@H](CO)O1	3.3%	0.2	-1.1%	0.3	-10.1%	-0.4%	-15.1	-3.2%	7.6
O=C(NCc1ccccn1)C(=O)NCC1OCCN1S(=O)(=O)c1ccc(Cl)cc1 (stereo not drawn)	0.6%	2.5	10.0%	0.8	-2.1%	1.2%	-6.3	2.7%	-4.8
O=C1Nc2c(c(=O)[nH]c(=O)n2-c2ccc(F)cc2)C1(NS(=O)(=O)c1ccccc1)C(F)(F)F (stereo not drawn)	1.7%	-6.8	-4.0%	-6.1	-2.8%	-1.5%	-6.5	-1.6%	-8.1
CC(C)OC(=O)C1C2C=CC3(CN(C(C)c4ccc(Br)cc4)C(=O)C13)O2 (stereo not drawn)	2.9%	-1.7	-1.0%	-2.2	3.1%	0.9%	2.7	-12.0%	3.8
CN(C)C(CNC(=O)c1ccc(S(=O)(=O)N(C)C)cc1)Cc1ccccc1 (stereo not drawn)	-2.1%	-4.4	4.0%	-0.3	-12.6%	7.1%	5.5	-1.2%	-7.6
Cn1cc(CN2CCC(C(=O)Nc3cccc(-c4cscn4)c3)CC2)cn1	4.6%	0.0	-4.6%	-2.2	-1.4%	4.3%	2.0	-1.0%	-3.9
O=C(Nc1nc2ccccc2n1Cc1ccccc1)c1ccco1	7.7%	-6.9	-10.6%	-0.5	?	0.6%	20.0	?	-6.9
Cc1ccc(S(=O)(=O)N2CCC(C(=O)N3CCC[C@H]3C(=O)NCc3ccccc3)CC2)cc1	9.4%	.	4.0%&1.5%	1.1	-2.6%	4.0%	20.4	0.4%	1.6
COc1ccc(-c2nc3ncnn3cc2C)cc1F	-2.9%	-8.5	-18.3%	6.3	39.8%[activator]	3.6%	5.7	11.4%	4.0
OCc1cn(-c2ccccc2)nc1-c1ccco1	2.2%	.	-11.4%	-1.1	27.0%	-0.8%	-13.4	7.2%	-16.6
COc1ccc(SCCc2nnc(-c3ccccc3)o2)cc1	9.1%	5.3	-10.9%	0.5	-17.2%	-1.9%	-14.6	2.6%	-8.2
O=C(COc1ccc(S(=O)(=O)N2CCCC2)cc1)NCCC1=CCCCC1	-7.1%[11.6 µM]	.	-9.4%	-0.4	-24.0%	4.2%	11.1	-8.8%	-0.5
Cc1[nH]c2ccccc2c1NC(=O)CN1CCN(C(=O)c2ccco2)CC1	8.1%	-5.1	-0.4%	-3.3	4.9%	5.1%	-2.1	30.3%[activator]	28.9
CN(C)C(=S)c1ccc(N(C)C)cc1	0.5%	-7.3	26.7µM*	0.0	6.7%	1.4%	1.2	5.7%	-1.9
Cc1ccnc(NC(=O)c2ccc(S(=O)(=O)N3CCCCCC3)cc2)c1	4.4%	-4.0	-5.5%	-3.7	11.2µM*	7.2%	-25.0	7.3%	-10.4
